Screens (PubChem)
Polio RdRp inh = poliovirus RdRp elongation inhibitors, primary screen, biochemical, fluorescence polarization, total intensity | % elongation, % (compound at 16.7 µg/mL) | poliovirus polymerase elongation; stronger effect = lower value | Genome polyprotein (Poliovirus type 1 (strain Mahoney)), P03300 | actives 0.66% (n = 150,000); in the data active = % elongation below about 90%; also: some results filed as inactive read as strong as hits
Target sequence (P03300 1749-2209 limits assumed): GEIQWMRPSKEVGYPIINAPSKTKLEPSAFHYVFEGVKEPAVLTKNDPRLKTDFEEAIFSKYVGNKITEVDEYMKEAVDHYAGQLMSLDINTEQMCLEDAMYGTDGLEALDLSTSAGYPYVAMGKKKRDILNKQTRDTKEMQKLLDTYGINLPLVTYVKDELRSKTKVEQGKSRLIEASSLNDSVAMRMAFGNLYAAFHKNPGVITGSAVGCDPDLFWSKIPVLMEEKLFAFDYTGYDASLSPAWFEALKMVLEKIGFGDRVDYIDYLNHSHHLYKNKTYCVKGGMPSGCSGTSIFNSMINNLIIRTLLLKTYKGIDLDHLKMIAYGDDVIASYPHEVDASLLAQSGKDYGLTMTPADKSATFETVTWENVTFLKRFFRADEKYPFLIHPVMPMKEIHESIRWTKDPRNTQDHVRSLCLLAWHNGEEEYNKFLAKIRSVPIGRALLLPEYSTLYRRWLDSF
Polio RdRp inh FP z-score = also measured in Polio RdRp inh; calls as there; z-score; measured here: FP z-score; hits read low
Active calls of the source: *; & = joins results of further samples.

SMILES | Polio RdRp inh | Polio RdRp inh FP z-score
O=C(Oc1cccc(Br)c1)C1CCCCC1 | 101 | -0.1
O=C1CC(C2CCCC=C2N2CCOCC2)C(=O)N1Cc1ccccc1 (stereo unspecified) | 99 | -1.2
O=C(CN1CCC(Cc2ccccc2)CC1)c1c[nH]c(C(=O)N2CCCC2)c1 | 102 | 0
Nc1sc(=S)n(-c2ccccc2)c1-c1nc2ccccc2s1 | 49 | -5.2
CCOC(=O)c1ccc(NC(=O)C2=C(C)Nc3nc(CCCO)nn3C2c2ccc(OC)cc2)cc1 (stereo unspecified) | 100 | -1.3
CC1=NN(c2ccccc2)C(c2ccc(OCC(=O)N3CCCC3)cc2)C1 (stereo unspecified) | 106 | 1.5
Cc1cccc(N2CCN(CCCNC(=O)c3nnc(Cc4c(F)cccc4Cl)o3)CC2C)c1 (stereo unspecified) | 105 | 0
CN1NC2(CCCCC2)N(c2ccccc2)C1=S | 103 | 0
CC(C)NC(=O)c1cn2c3c(ccc(Cl)c3c1=O)OC(C)C2 (stereo unspecified) | 105 | 0.6
Cc1ccc(C(=O)c2oc3ccccc3c2NC(=O)C2COc3ccccc3O2)cc1 (stereo unspecified) | 104 | 0.6
Cc1ccc(C(=O)N2CCCC2)cc1NC(=O)c1ccco1 | 101 | -0.3
CC1CCCN(C(=O)COC(=O)/C=C/c2ccc(C(F)(F)F)cc2)C1 (stereo unspecified) | 98 | -0.8
CCOc1cc(/C=C/c2ccccc2OC)cc(=O)c2c(C)oc(C)c12 | 99 | -1
Cc1ccccc1NC1c2ccccc2C(=O)N1Cc1ccco1 (stereo unspecified) | 101 | 0.1
O=C(NCCc1csc(-c2ccc(F)cc2)n1)c1ccc(Br)o1 | 97 | -2.4
O=c1c(-c2cc(-c3ccccc3)nc3c2COc2ccccc2-3)coc2ccc(Cl)cc12 | 104 | -0.3
O=C1C2C3C=CC(C3)C2C(=O)N1NC(=O)C12CC3CC(CC(C3)C1)C2 (stereo unspecified) | 102 | 0.2
OC1(C(F)(F)F)CC(C23CC4CC(CC(C4)C2)C3)=NN1 (stereo unspecified) | 104 | 0.1
O=c1c(=O)n(Cc2ccc(Cl)cc2)ccn1Cc1ccccc1 | 106 | 1.5
CCOc1ccc(CCNC(=O)c2cccc3c2SCCC3=O)cc1OCC | 101 | -1.1
Cc1c(C(=O)Nc2ccccc2Cl)oc2ccc(S(=O)(=O)N3CCCCCC3)cc12 | 108 | -0.2
COc1ccc(-c2c(C)c3ccc(O)c(CN4CCOCC4)c3oc2=O)cc1OC | 104 | -0.9
Cc1nn(-c2ccccc2)c2sc(C(=O)OCSc3ncccn3)cc12 | 104 | 0.3
O=C(O)c1ccc(Cn2c(SCc3ccc(F)cc3)nc3ccncc32)cc1 | 107 | -0.9
Cc1cccc(N2CCN(C(=O)c3cnn(-c4ccccc4)c3C3CCN(C(=O)OC(C)(C)C)CC3)CC2)c1C | 101 | -1
O=C(Nc1ccc(F)cc1)Nc1ccc2snnc2c1 | 103 | -0.7
Cc1ccc(S(=O)(=O)Nc2ccc3nc(-c4ccccn4)[nH]c3c2)cc1 | 100 | -0.4
CC1(C)COC(O)(C(F)(F)F)CC1=O (stereo unspecified) | 107 | 0.3
O=C1CC(c2c(F)cccc2Cl)c2c(ccc3ccccc23)N1 (stereo unspecified) | 111 | 1.5
c1cn(-c2ncnc3sc4c(c23)CCC4)cn1 | 102 | -0.1
COc1ccc(OC)c(C(=O)COC(=O)c2ccc3ccccc3n2)c1 | 105 | 0.3
O=C(CC12CC3CC(CC(C3)C1)C2)Nc1ccc(N2CCN(C(=O)c3ccco3)CC2)cc1 | 100 | -0.3
O=C(CS(=O)(=O)c1ccc2ccccc2c1)N1CCCCCC1 | 100 | -0.5
COc1ccc(-c2noc(-c3ccc(NCc4cccnc4)c([N+](=O)[O-])c3)n2)cc1OC | 112 | 0.9
CCOc1cc(C=C2C(=O)OC3(CCCC3)OC2=O)cc(I)c1O | 102 | 0
O=C(CCNS(=O)(=O)c1ccccc1)Nc1ccccc1 | 103 | 0.7
CCn1c2ccccc2c2cc(CN3CCN(Cc4ccccc4F)CC3)ccc21 | 100 | -0.5
CCc1ccc(-c2nc(CN3CCC(C(=O)NCCc4ccc(Cl)cc4)CC3)c(C)o2)cc1 | 112 | 0.9
CN(C)c1c(/C=C(/C#N)S(C)(=O)=O)cc(/C=C(/C#N)S(C)(=O)=O)c(N(C)C)c1C#N | 129 | 4.2
O=C(O)/C=C/C(=O)N1CCN(C(=O)/C=C/C(=O)O)CC1 | 105 | 0.2
COc1ccc(CN(Cc2nc3ccccc3c(=O)[nH]2)C(=O)Nc2ccccc2)cc1 | 103 | 0.7
O=C(CCCN1CCNCC1)c1ccc(F)cc1 | 98 | -0.6
COCCn1c(SCC(=O)Nc2ccc(Br)cc2)nc2c([nH]c3ccccc32)c1=O | 113 | 1.4
O=C1CN(C(=O)COc2ccc(Cl)cc2)C(c2ccc(F)cc2)c2cc(Cl)ccc2N1 (stereo unspecified) | 106 | 0.3
COc1ccc(OC)c(NC(=O)CC(=O)Nc2ccc3nc4n(c(=O)c3c2)CCCCC4)c1 | 110 | 0.9
O=C(Nc1ccc2c(C(F)(F)F)cc(=O)oc2c1)c1cc(Cl)cc(Cl)c1 | 113 | 1.6
C=CCNC(=O)CSc1nnc(Cc2cccc3ccccc23)n1N | 104 | 0.1
O=C1NCCCC2c3cc(O)ccc3OC12N1CCCCC1 (stereo unspecified) | 104 | 0.4
O=C(C1CCCCC1)N1CC(=O)N2CCc3ccccc3C2C1 (stereo unspecified) | 98&102 | -0.5&0.5
O=C(CNC(=O)C1CCCCC1)Nc1nc(CC23CC4CC(CC(C4)C2)C3)cs1 | 104 | 0.6
COc1ccccc1NC(=O)CN(Cc1ccco1)C(=O)c1cc(C2CC2)nn1-c1ccccc1 | 107 | 0.4
CCOC(=O)c1ccc(N2C(=O)c3n[nH]c(-c4cccs4)c3C2c2cccc(O)c2)cc1 (stereo unspecified) | 104 | -1
Cc1cccc(OCC(=O)NCc2ccc3c(c2)CCN3C(=O)c2ccccc2)c1 | 102 | -1
COc1cccc(C(=O)c2cn(CC(=O)Nc3cc(Cl)c(OC)cc3OC)c3nc(C)ccc3c2=O)c1 | 107 | 0
COc1ccc(Cl)cc1NC(=O)CN1C(=O)CSc2ncccc21 | 103 | 0.3
O=C(Nc1ccc2c(c1)C(=O)OC2)c1cc2ccccc2s1 | 104 | 0.3
CC/C(C)=C(\C#N)c1nc2ccccc2[nH]1 | 101 | 0
CN1CCc2nc3sc(C(=O)c4ccc(F)cc4)c(N)c3cc2C1 | 109 | 0.6
CCOC(=O)C1CCN(C(=O)c2coc3ccccc3c2=O)CC1 | 106 | -0.1
Cc1ccc(C(=O)NC(=S)Nc2ccc(NC(=O)c3ccco3)cc2)cc1C | 102 | 0

Quoted from the entries so far for reference:
SMILES | Polio RdRp inh | Polio RdRp inh FP z-score
O=C1CC(c2c(F)cccc2Cl)c2c(ccc3ccccc23)N1 (stereo unspecified) | 111 | 1.5
c1cn(-c2ncnc3sc4c(c23)CCC4)cn1 | 102 | -0.1

(cont.)
SMILES | Polio RdRp inh | Polio RdRp inh FP z-score
N#Cc1c(N)n(-c2cccc(C(F)(F)F)c2)c2nc3ccccc3nc12 | 101 | -0.4
CCCC(=O)C1CCN(C(=O)c2ccc(C(C)(C)C)cc2)CC1 | 102 | 0.6
Cc1ccc2oc(-c3cc(NC(=O)CC(C)C)ccc3Cl)nc2c1 | 103 | -0.7
CCc1nnc(NC(=O)c2nc(S(C)(=O)=O)ncc2Cl)s1 | 110 | -0.3
COc1ccccc1CNC(=O)CN1C(=O)CSc2ccc(S(=O)(=O)N3CCCC3)cc21 | 110 | -0.5
CC1=C(C(=O)Nc2cccnc2)C(c2ccccc2)n2nc(-c3ccc(O)cc3)nc2N1 (stereo unspecified) | 106 | 0.2
COc1ccc(C(=O)c2oc3ccccc3c2NC(=O)COc2cccc(C)c2)cc1 | 104 | -0.1
CCn1c(C(=O)O)c(CNCc2ccc(C)o2)c2ccc(OC)cc21 | 103 | 0.6
NCc1nc(-c2ccccc2)no1 | 100 | -0.5
O=C(NC1CC2CCCC(C1)N2CC(=O)N1CCCc2ccccc21)c1ccccc1 (stereo unspecified) | 102 | 0.3
CCOC(=O)C(CC)n1cnc2c(oc3ccccc32)c1=O (stereo unspecified) | 103 | 0.6
Cc1ccc(C)c(N2CCN(c3nc4ccccc4n4c(C)nnc34)CC2)c1 | 109 | 0.6
Cc1cc(C)nc(SCC(=O)NN=C2CCCC2)n1 | 103 | 1.1
Cc1ccccc1Nc1nc(N)nc(CSc2ncn[nH]2)n1 | 100 | -0.6
COc1ccc(-c2cc(C(F)(F)F)nc(SCC(=O)NCCc3ccc(OC)c(OC)c3)n2)cc1 | 106 | 0.4
COc1c(O)c2c(=O)cc(OC)c3c4c(OC)cc(=O)c5c(O)c(OC)c(CC(C)OC(=O)c6ccccc6)c(c(c1CC(C)OC(=O)Oc1ccc(O)cc1)c23)c54 (stereo unspecified) | 101 | -0.1
Cc1ccc2nc(Cn3nnc(-c4ccccc4)n3)cn2c1 | 102 | 0
O=C(Cc1cccs1)N1CCOCC1 | 104 | 0.3
COc1cccc2cc(-c3nnc(Nc4c(F)cccc4F)s3)c(=O)oc12 | 109 | 0.4
Cc1ccc(CNC(=O)C2(S(=O)(=O)c3ccc(C)cc3)CC2)cc1 | 102 | 0.1

Four structures already listed, arranged by formula weight, rising:
SMILES | Polio RdRp inh | Polio RdRp inh FP z-score
NCc1nc(-c2ccccc2)no1 | 100 | -0.5
Cc1ccc2oc(-c3cc(NC(=O)CC(C)C)ccc3Cl)nc2c1 | 103 | -0.7
COc1cccc2cc(-c3nnc(Nc4c(F)cccc4F)s3)c(=O)oc12 | 109 | 0.4
COc1c(O)c2c(=O)cc(OC)c3c4c(OC)cc(=O)c5c(O)c(OC)c(CC(C)OC(=O)c6ccccc6)c(c(c1CC(C)OC(=O)Oc1ccc(O)cc1)c23)c54 (stereo unspecified) | 101 | -0.1

Other results follow:
SMILES | Polio RdRp inh | Polio RdRp inh FP z-score
O=C(CN(C(=O)Cn1nnc(-c2cccs2)n1)C1CCCC1)NCc1ccccc1 | 104 | 0.5
CC(N=Cc1c(O)c2ccccc2oc1=O)C(=O)O (stereo unspecified) | 101 | 0.1
Cc1ccc(S(=O)(=O)NC(C)C(=O)OCc2cc(=O)n3ccsc3n2)cc1 (stereo unspecified) | 99 | -0.6
Cc1cc(C(=O)CN2C(=O)c3cccc(N)c3C2=O)c(C)n1-c1cccc(S(=O)(=O)N2CCOCC2)c1 | 103 | 0.2
COC(=O)N/N=C/c1ccc(OC)c(OC)c1 | 97 | -0.5
O=C(Cc1cn2ccsc2n1)Nc1ccccc1Oc1ccccc1 | 102 | -0.1
COc1cccc(CNC(=O)c2cnc(OC)cc2C(F)(F)F)c1 | 101 | -0.4
Cc1nnc(NC(=O)c2cccn(Cc3ccccc3)c2=O)s1 | 111 | 1
CCC12CCCN3CCC4(C(=C(C(=O)OC)C1)Nc1ccccc14)C32 (stereo unspecified) | 101 | 0.2
Cn1nc(C(=O)NCc2ccccc2Cl)c2c1-c1ccccc1SC2 | 117 | 0.6
CCN(CC)c1ccc(N=C2C(=O)Nc3ccccc32)cc1 | 102 | 0
CC1=CC(=O)N(c2c(C)n(C)n(-c3ccccc3)c2=O)C1=O | 97 | -0.7
COc1cccc(/C(O)=C/c2nc3ccc(C(=O)Nc4cccc(C)c4)cc3[nH]c2=O)c1 | 113 | 4.3
COc1cccc(CNC(=O)CSc2nnc(C)c3c(C)n(-c4ccccc4)nc23)c1OC | 106 | 0.1
Cc1ccc(CSc2nc3ccccc3c3nc(CCc4c(C)n[nH]c4C)nn23)cc1 | 103 | 0.4
COc1ccc(-n2cc(C(=O)NCCC3=CCCCC3)nn2)cc1 | 99 | -1.8
COc1cccc(C(=O)NCC(C)C)c1 | 103 | 0.2
Cc1cccc(OCC(=O)Nc2ccc(CC(=O)O)cc2)c1C | 103 | 0.5
Cn1c(Cc2cccs2)nnc1SCC(=O)N1CCCc2ccccc21 | 101 | 0
O=S(=O)(NCCSc1nnnn1-c1ccccc1)c1ccc(F)cc1 | 110 | 1.3
O=C(CCn1nc(-c2ccc(Cl)cc2)c2ccccc2c1=O)N1CCN(Cc2ccccc2)CC1 | 101 | -0.4
O=C(Nc1ccccc1)C1=NN(c2ccccc2)C(=O)CC1 | 103 | 0
COc1ccc(-n2c(=O)c3c4c(sc3n(Cc3ccccc3)c2=O)CN(C(C)=O)CC4)cc1OC | 102 | -0.6
Cc1cn(S(=O)(=O)c2cn(C)nc2C(F)(F)F)nc1C(F)(F)F | 102 | 0.1
COc1ccc(CNC(=O)CCCn2ccc3cc(S(=O)(=O)N4CCCC4)ccc32)cc1 | 113 | 1
COc1ccc(-n2c3c(cc(C#N)c2=O)C(=O)CCC3)cc1 | 101 | -0.2
CC1=C(C(=O)Nc2cccnc2)C(c2ccccc2)n2nc(SCc3ccccc3F)nc2N1 (stereo unspecified) | 104 | -0.1
CCC(=O)c1cc2c(C)cc(=O)oc2c(C)c1C(=O)c1ccccc1 | 106 | 1
COc1ccc(CCN(C)C(=O)Cn2c(=O)oc3ccccc32)cc1OC | 105 | 0.3
CC1(C)C2CCC1(C)C(OCC[N+]1(C)CCCC1)C2 (stereo unspecified) | 105 | 0.8

Of the compounds above, 2 contain a tert-butyl group.
SMILES | Polio RdRp inh | Polio RdRp inh FP z-score
Cc1cccc(N2CCN(C(=O)c3cnn(-c4ccccc4)c3C3CCN(C(=O)OC(C)(C)C)CC3)CC2)c1C | 101 | -1
CCCC(=O)C1CCN(C(=O)c2ccc(C(C)(C)C)cc2)CC1 | 102 | 0.6

Not all compounds are listed, so the mix of outcomes need not match the whole.
